SKN-1 block = suppressors of acrylamide-induced Pgst-4::GFP reporter in worms, primary screen, SKN-1 inhibitor project, whole organism, uHTS, GFP/RFP fluorescence ratio, strain VP596; inhibition, % at 21.8 µM; AID 624304, 2012; C. elegans VP596 Pgst-4::GFP/RFP ratio, 24 h; 360,000 tested, 0.49% active;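 active = interference check ratio from 0.5 to 1.5 plus GFP to RFP signal ratio inhibition reaching or exceeding a fixed threshold, cut at about 30% in these data, passing the limit was not always enough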; also: some compounds called inactive have numbers as strong as hits
Rin1 Abl inh = inhibitors of Rin1-Abl protein binding, primary screen, biochemical, TR-FRET; Tyrosine-protein kinase ABL1 (Homo sapiens) + Ras and Rab interactor 1 (Homo sapiens), …; inhibition, % at 7.35 µM; 360,000 tested, 0.4% active; in the data active = inhibition above about 5%, passing the limit was not always enough
PABP1 MLLE inh = inhibitors of PABP1 MLLE–PAM2 peptide binding, primary screen, biochemical, fluorescence polarization, FITC-PAM2, GST-MLLE; Polyadenylate-binding protein 1 (Homo sapiens), P11940; inhibition, % at 20 µM; 360,000 tested, 0.36% active; AID 588489, 2011; in the data active = inhibition above about 35%, passing the limit was not always enough;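 also: plate controls were DMSO wells with GST-MLLE for no effect and wells lacking GST-MLLE protein for full effect; some results filed as inactive read as strong as hits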
MT1-MMP act inh = blockers of MT1-MMP proenzyme processing, primary screen, HT1080 RFP-PRO-GFP cells, GFP/RFP fluorescence; Matrix metalloproteinase-14 (Homo sapiens), P50281; GFP/RFP ratio fluorescence, overnight; percent of plate control window, DMSO zero; GFP/RFP ratio change, % at 20 µM; 360,000 tested, 0.061% active; AID 651647, 2012;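 active = GFP/RFP ratio change of at least 30% with cell ATP level not reduced by more than half and red fluorescence within 50% of control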; also: strong numbers were not always called active
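Assay system: RFP-PRO-GFP reporter HT1080 cells; read-out basis: GFP/RFP fluorescence ratio; benchmarks: DMSO wells and RFP-L50D-GFP cells; doses: 20 µM single dose, 1% DMSO; schedule: overnight cell settling, then overnight compound exposure, 37 °C, 5% CO2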
Rpn11 inh = Rpn11 (PSMD14) deubiquitinase inhibitors, primary screen, biochemical, fluorescence polarization, uHTS | calls only at 20 µM | 360,000 tested, 0.59% active | 26S proteasome non-ATPase regulatory subunit 14 (Homo sapiens), O00487 | AID 588493, 2011 | human 26S proteasome, Ub4-pepOG fluorescence polarization; 20S core pre-blocked with epoxomicin;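 active = inhibition at 20 µM, scaled to each plate's controls, above about 33%, limit read from the data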
FAS-TE inh = FAS thioesterase domain inhibitors, primary screen, biochemical, fluorescence intensity, uHTS | 360,000 tested, 0.67% active | AID 602261, 2012 | recombinant FAS-TE, OMFH fluorogenic substrate, fluorescence endpoint | inhibition, % at 15 µM;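 active = compounds whose normalised, plate-corrected inhibition of enzyme fluorescence in the single-dose primary screen is 50% or more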;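 also: 0% = DMSO with enzyme and 100% = substrate without enzyme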
Target sequence (P49327 whole entry, looked up, the tested form may be a part): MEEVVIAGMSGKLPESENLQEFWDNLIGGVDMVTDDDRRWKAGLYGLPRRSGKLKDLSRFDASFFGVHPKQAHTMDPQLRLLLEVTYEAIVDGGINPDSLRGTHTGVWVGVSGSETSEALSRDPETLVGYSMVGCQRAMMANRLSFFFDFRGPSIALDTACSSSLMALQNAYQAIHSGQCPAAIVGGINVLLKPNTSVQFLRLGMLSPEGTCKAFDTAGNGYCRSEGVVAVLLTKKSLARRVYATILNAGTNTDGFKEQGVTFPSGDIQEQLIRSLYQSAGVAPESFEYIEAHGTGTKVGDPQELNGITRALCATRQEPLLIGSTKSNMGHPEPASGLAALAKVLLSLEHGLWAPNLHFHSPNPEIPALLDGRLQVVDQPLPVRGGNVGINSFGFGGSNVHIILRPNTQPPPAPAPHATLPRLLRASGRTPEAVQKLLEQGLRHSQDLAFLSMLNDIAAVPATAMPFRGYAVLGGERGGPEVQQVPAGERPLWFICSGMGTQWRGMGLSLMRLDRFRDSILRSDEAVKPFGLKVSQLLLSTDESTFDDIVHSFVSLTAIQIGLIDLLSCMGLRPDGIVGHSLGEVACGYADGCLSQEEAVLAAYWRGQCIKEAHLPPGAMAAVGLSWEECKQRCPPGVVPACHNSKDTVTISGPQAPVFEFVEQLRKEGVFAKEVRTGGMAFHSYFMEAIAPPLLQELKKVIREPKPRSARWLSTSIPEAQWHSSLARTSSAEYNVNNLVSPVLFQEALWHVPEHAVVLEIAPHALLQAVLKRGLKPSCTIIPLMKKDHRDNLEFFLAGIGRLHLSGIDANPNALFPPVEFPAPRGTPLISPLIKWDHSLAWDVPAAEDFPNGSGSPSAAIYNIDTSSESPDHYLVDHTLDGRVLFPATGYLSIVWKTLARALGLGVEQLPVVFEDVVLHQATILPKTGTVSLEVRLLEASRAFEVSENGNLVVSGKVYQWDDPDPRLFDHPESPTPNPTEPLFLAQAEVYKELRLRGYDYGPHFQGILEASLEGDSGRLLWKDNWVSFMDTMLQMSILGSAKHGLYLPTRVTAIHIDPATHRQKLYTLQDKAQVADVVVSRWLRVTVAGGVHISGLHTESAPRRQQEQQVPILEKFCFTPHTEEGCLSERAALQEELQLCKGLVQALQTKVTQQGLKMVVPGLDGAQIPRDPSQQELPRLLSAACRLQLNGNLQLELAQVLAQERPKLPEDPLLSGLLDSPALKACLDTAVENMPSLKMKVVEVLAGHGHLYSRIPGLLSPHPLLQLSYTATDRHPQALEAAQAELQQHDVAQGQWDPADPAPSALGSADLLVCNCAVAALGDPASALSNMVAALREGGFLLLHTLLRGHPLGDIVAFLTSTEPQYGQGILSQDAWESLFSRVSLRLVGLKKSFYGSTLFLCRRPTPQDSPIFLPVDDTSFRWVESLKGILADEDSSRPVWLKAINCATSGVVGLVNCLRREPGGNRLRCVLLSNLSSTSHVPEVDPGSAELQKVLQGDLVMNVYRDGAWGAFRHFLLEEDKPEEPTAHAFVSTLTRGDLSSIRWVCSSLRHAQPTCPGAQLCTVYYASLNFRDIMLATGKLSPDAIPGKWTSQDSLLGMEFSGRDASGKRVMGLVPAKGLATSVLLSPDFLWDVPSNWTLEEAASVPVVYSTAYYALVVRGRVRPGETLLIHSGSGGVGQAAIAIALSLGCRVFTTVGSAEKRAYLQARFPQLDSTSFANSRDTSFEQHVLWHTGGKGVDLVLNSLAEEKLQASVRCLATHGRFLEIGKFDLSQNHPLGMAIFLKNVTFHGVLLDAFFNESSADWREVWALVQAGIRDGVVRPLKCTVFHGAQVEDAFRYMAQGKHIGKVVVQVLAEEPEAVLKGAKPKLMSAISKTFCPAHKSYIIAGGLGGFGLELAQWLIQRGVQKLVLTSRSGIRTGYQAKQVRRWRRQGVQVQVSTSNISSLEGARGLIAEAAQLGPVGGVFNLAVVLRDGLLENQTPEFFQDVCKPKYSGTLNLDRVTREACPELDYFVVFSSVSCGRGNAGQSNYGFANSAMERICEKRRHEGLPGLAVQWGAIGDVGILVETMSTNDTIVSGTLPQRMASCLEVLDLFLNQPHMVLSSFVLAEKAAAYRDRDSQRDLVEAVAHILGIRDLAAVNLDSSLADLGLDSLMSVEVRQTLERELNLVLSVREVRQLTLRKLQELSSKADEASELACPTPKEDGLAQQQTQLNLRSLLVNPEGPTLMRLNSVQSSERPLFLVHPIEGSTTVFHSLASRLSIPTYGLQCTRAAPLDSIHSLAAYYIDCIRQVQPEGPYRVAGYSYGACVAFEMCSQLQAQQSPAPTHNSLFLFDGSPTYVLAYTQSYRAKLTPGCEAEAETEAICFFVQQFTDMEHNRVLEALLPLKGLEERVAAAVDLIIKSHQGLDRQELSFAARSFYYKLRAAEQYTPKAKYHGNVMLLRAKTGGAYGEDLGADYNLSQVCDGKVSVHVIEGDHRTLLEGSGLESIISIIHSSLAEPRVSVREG
CSN deneddyl inh = inhibitors of CSN-mediated cullin deneddylation, primary screen, biochemical, fluorescence polarization, uHTS; COP9 signalosome complex subunit 5 (Homo sapiens), Q92905; Purified CSN, SCF-Nedd8-OG deneddylation; inhibition, % at 12.5 µM; 360,000 tested, 0.38% active;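 active = pattern-corrected inhibition above about 35%, with an unprinted fluorescence ratio check between 0.5 and 1.5, limit read from the data, passing the limit was not always enough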;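 also: 0% = enzyme with substrate and 100% = substrate without enzyme; some results filed as inactive read as strong as hits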
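Schedule: reaction 90 min, room temperature / Assay system: HEK293T-derived human Csn5 enzyme / Input: Csn5 at 0.24 nM final / Measure: inhibition of Csn5 cleavage, % / Control set: substrate-only high control, full reaction low control / Technique: fluorescence polarization of the substrate / Buffer or medium: Tris/NaCl/DTT buffer, pH 7.5 / Reagent: SCFSkp2-Nedd8OG substrate at 10 nM final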
Neddyl block = inhibitors of cullin neddylation, primary screen, biochemical, TR-FRET, uHTS, NAE and Ubc12; AID 651699, 2012; calls only at 25 µM; 360,000 tested, 0.58% active; in the data active = inhibition above about 36%
NadD block = inhibitors of S. aureus NadD, primary screen, biochemical, colorimetric, uHTS | Nicotinate-nucleotide adenylyltransferase NadD (Staphylococcus aureus N315) | inhibition, % at 20 µM | 360,000 tested, 0.78% active | purified NadD enzyme, colorimetric absorbance read-out; in the data active = inhibition above about 26%; also: some compounds past the cut are filed as inactive
An asterisk follows results filed as active; i = inactive; / = not tested or not shown.

1. CCOC(=O)c1ccc(N(CC2CO2)S(=O)(=O)c2ccc(C)cc2)cc1 (stereo not drawn)
2. COc1ccc(/C=C/C(=O)OCC(=O)N2CC(=O)Nc3ccccc32)cc1
3. COc1ccc(-c2noc([C@@H]3O[C@H](CO)[C@H](O)[C@H](O)[C@H]3O)n2)cc1OC
4. Cc1ccc(-c2cc(-c3ccccc3)c(C#N)c(Br)n2)cc1
5. Cc1ccccc1NC(=S)NC(NC(=O)c1ccco1)C(Cl)(Cl)Cl (stereo not drawn)
6. c1ccc2sc(SCSc3nc4ccccc4s3)nc2c1
7. Cc1ccc(CSC2=NCCN2C(=O)c2ccco2)cc1
8. CN(c1ccccc1)S(=O)(=O)c1cccc(NC(=O)CCNC(=O)c2ccc([N+](=O)[O-])cc2)c1

Assay by compound,1,2,3,4,5,6,7,8
SKN-1 block,2,5,-4,-8,1,8,9,-6
Rin1 Abl inh,1,2,4,-11,-1,0,1,4
PABP1 MLLE inh,-5,-5,0,7,16,-12,-7,10
MT1-MMP act inh,1,-3,0,3,-5,0,-1,5
Rpn11 inh,i,i,i,i,i,i,i,i
FAS-TE inh,3,-4,-5,11,-8,24,4,54*
CSN deneddyl inh,-1,2,-5,2,-4,4,1,-4
Neddyl block,i,i,i,i,i,i,i,i
NadD block,-7,3,-4,1,-2,-6,4,-7

9. CCCc1cc(=O)c2ccc(OC/C(C)=N/O)cc2o1
10. O=C(CCNC(=O)c1ccccc1Cl)NN=Cc1ccccc1[N+](=O)[O-]
11. CCCc1cnc(N2CCN(C(=O)c3ccc(OC)cc3)CC2)nc1
12. Cc1c(OC(C)C(=O)NC2CC(C)(C)NC(C)(C)C2)ccc2c3c(c(=O)oc12)CCC3 (stereo not drawn)
13. CC1(C)CC(=O)C=C(NCCCNC2CCCCC2)C1
14. COC(=O)c1ccccc1NC(=O)c1ccccc1N(C)S(=O)(=O)c1ccccc1
15. Cc1cccc(-n2cnc3c(c2=O)c2nc4ccccc4nc2n3Cc2ccco2)c1
16. Cc1ccc(S(=O)(=O)NCC(=O)N2CCC(C)CC2)cc1

Assay by compound,9,10,11,12,13,14,15,16
SKN-1 block,6,6,-4,24,1,-9,-7,19
Rin1 Abl inh,1,-1,4,0,-6,2,1,-3
PABP1 MLLE inh,12,-6,5,-8,4,-9,2,10
MT1-MMP act inh,1,-4,2,1,-2,1,-2,0
Rpn11 inh,i,i,i,i,i,i,i,i
FAS-TE inh,-2,0,4,0,-9,0,-5,0
CSN deneddyl inh,0,-2,1,1,-1,-3,0,0
Neddyl block,i,i,i,i,i,i,i,i
NadD block,-1,-4,-2,-5,-7,0,11,-2

17. CCOC(=O)Cc1c(C)c2c(C)nn(-c3ccccc3)c2oc1=O
18. O=C(NCCO)/C(=C\c1ccco1)NC(=O)c1ccco1
19. Cc1n[nH]c(=O)c2c(NC(=O)CSc3nn(-c4ccccc4)c(=S)s3)oc(C)c12
20. COC(=O)c1c(C)[nH]c(C)c1-c1ccc([N+](=O)[O-])cc1
21. O=C(O)c1cccc(S(=O)(=O)Nc2ccc(Cc3ccncc3)cc2)c1
22. CC1CCCN(CC(=O)NNC(=O)COc2ccc(Br)cc2)C1 (stereo not drawn)
23. COc1ccc(N2CCN(c3nc4c(C)cccn4c(=O)c3C=C(C#N)C#N)CC2)cc1
24. CCC(=O)C1CCCN(C(=O)CCc2nnc(-c3ccc(C(C)=O)s3)o2)C1 (stereo not drawn)

Assay by compound,17,18,19,20,21,22,23,24
SKN-1 block,-5,-6,-8,3,0,16,7,24
Rin1 Abl inh,4,-3,-3,1,3,-1,4,-2
PABP1 MLLE inh,9,28,-1,-3,7,-5,5,-4
MT1-MMP act inh,5,-5,3,0,1,0,-4,-2
Rpn11 inh,i,i,i,i,i,i,i,i
FAS-TE inh,-3,-4,-11,-6,-2,-4,27,-5
CSN deneddyl inh,3,-1,-1,-5,0,3,-4,-3
Neddyl block,i,i,i,i,i,i,i,i
NadD block,-4,-2,0,1,7,4,3,1

25. Cc1csc(Sc2ccc([N+](=O)[O-])cc2C(=O)OCC(=O)NC2CCCC(C)C2C)n1 (stereo not drawn)
26. CC(C)(C)c1cc(NC(=O)Nc2ccccc2)no1
27. COc1ccccc1C(=O)Nc1ccc(S(=O)(=O)N2CCOCC2)cc1
28. NC(Cc1ccc(C(F)(F)F)cc1)c1csc(NC(=O)Nc2ccccc2Cc2ccccc2)n1 (stereo not drawn)
29. [O-][n+]1ccc(CC(O)(C(F)(F)F)C(F)(F)F)cc1
30. COc1cc(NC(=O)CN2CCN(S(=O)(=O)/C=C/c3ccccc3)CC2)cc(OC)c1OC
31. CCCn1nc(C(=O)OCC(=O)NC(C)c2ccccc2)c2ccccc2c1=O (stereo not drawn)
32. COc1ccc(C2=NN(C(=O)COC(=O)c3ccc(NC(=O)CC#N)cc3)C(c3ccco3)C2)cc1 (stereo not drawn)

Assay by compound,25,26,27,28,29,30,31,32
SKN-1 block,-10,33,10,28,-4,10,0,7
Rin1 Abl inh,0,2,4,1,-3,2,0,-1
PABP1 MLLE inh,-38,3,-9,-5,0,-9,11,-162
MT1-MMP act inh,-3,0,8,3,-1,-1,-1,-43
Rpn11 inh,i,i,i,i,i,i,i,/
FAS-TE inh,33,-2,6,-33,-7,5,-2,-1
CSN deneddyl inh,-7,3,4,1,4,3,6,130
Neddyl block,i,i,i,i,i,i,i,i
NadD block,-6,-7,-2,29,1,2,-4,37*

Compound profiles, as listed above. Order of values: SKN-1 block | Rin1 Abl inh | PABP1 MLLE inh | MT1-MMP act inh | Rpn11 inh | FAS-TE inh | CSN deneddyl inh | Neddyl block | NadD block
NC(Cc1ccc(C(F)(F)F)cc1)c1csc(NC(=O)Nc2ccccc2Cc2ccccc2)n1 (stereo not drawn) is listed as 28 | 1 | -5 | 3 | i | -33 | 1 | i | 29
COc1ccc(C2=NN(C(=O)COC(=O)c3ccc(NC(=O)CC#N)cc3)C(c3ccco3)C2)cc1 (stereo not drawn) is listed as 7 | -1 | -162 | -43 | / | -1 | 130 | i | 37*
CC(C)(C)c1cc(NC(=O)Nc2ccccc2)no1 is listed as 33 | 2 | 3 | 0 | i | -2 | 3 | i | -7
Cc1csc(Sc2ccc([N+](=O)[O-])cc2C(=O)OCC(=O)NC2CCCC(C)C2C)n1 (stereo not drawn) is listed as -10 | 0 | -38 | -3 | i | 33 | -7 | i | -6
CCCn1nc(C(=O)OCC(=O)NC(C)c2ccccc2)c2ccccc2c1=O (stereo not drawn) is listed as 0 | 0 | 11 | -1 | i | -2 | 6 | i | -4

(list continues)
33. O=C(CN1CCN(Cc2ccc(F)cc2Cl)CC1)NCc1ccccc1
34. O=C(COc1ccc2c(-c3ccccc3)cc(=O)oc2c1)N[C@H](Cc1c[nH]c2ccccc12)C(=O)O
35. CCCCc1ccc(NC(=S)NCCc2ccc(S(N)(=O)=O)cc2)cc1
36. O=C(NC1CCCCCC1)C1CCN(C(=O)c2ccc(Cl)cc2)CC1
37. Fc1ccc(C2CC(c3ccco3)n3ncnc3N2)cc1 (stereo not drawn)
38. Cn1c(=O)oc2cc(S(=O)(=O)Nc3ccc(Cl)cc3)ccc21
39. CCOC(=O)c1nc2nc(C)cc(=O)n2[nH]1
40. COc1ccc(-c2cn3c(n2)CCC3)cc1

Assay by compound,33,34,35,36,37,38,39,40
SKN-1 block,-9,10,-4,3,-1,8,10,35
Rin1 Abl inh,3,-2,1,2,-4,0,4,-1
PABP1 MLLE inh,4,-4,-32,11,-4,3,13,-14
MT1-MMP act inh,-1,8,5,1,0,-2,-8,-1
Rpn11 inh,i,i,i,i,i,i,i,i
FAS-TE inh,-1,13,5,12,-5,9,-8,-5
CSN deneddyl inh,4,-3,-4,6,2,0,4,6
Neddyl block,i,i,i,i,i,i,i,i
NadD block,0,6,-2,-1,-1,3,0,0

41. O=C(CSc1ccc2nnc(-c3ccncc3)n2n1)Nc1ccccc1F
42. Cc1cccc(C)c1NC(=S)N(CCc1ccncc1)C(C)C
43. O=C(Nc1ccc(S(=O)(=O)NCc2ccccc2)cc1)c1ccccc1[N+](=O)[O-]
44. C=CCCC(=O)N1CCC(n2nccc2NC(=O)c2ccc(OC)cc2)CC1
45. Cc1cc(N2CCOCC2)ccc1/C=C1/SC(=O)NC1=O
46. CC1=C(C(=O)N(C(C)C)C(C)C)CC(CC(=O)NCc2cccs2)C(=O)N1Cc1ccc(F)cc1 (stereo not drawn)
47. COc1ccc(CCNC(=O)COC(=O)c2ccc(F)c(S(=O)(=O)N3CCOCC3)c2)cc1
48. COc1ccc(C2=NN(C(=O)CSc3nccn3C)C(c3ccco3)C2)cc1 (stereo not drawn)

Assay by compound,41,42,43,44,45,46,47,48
SKN-1 block,20,-7,6,-4,9,1,4,8
Rin1 Abl inh,-2,1,1,7,3,2,0,1
PABP1 MLLE inh,-1,-11,7,-5,-16,4,22,-135
MT1-MMP act inh,-1,-2,6,1,4,1,5,-3
Rpn11 inh,i,i,i,i,i,i,i,i
FAS-TE inh,-6,-4,0,-4,-13,0,-3,-5
CSN deneddyl inh,-1,1,0,3,-5,2,0,6
Neddyl block,i,i,i,i,i,i,i,i
NadD block,1,-6,-3,2,4,-5,-4,2

49. Cc1ccc(-c2nnc(N3CC(C)OC(C)C3)c3ccccc23)cc1 (stereo not drawn)
50. CCn1c(C)nc2cc(C(=O)NN=Cc3ccccc3OC(F)F)ccc21
51. COc1ccc(F)cc1CN1CCN(CC(=O)N2CCc3ccccc32)CC1
52. Cc1ccc(Nc2ccccc2)nn1
53. COc1ccc(C(=O)CSc2ccccc2C(=O)O)cc1
54. C/C(=N\NC(=O)c1cc(C)[nH]n1)C(C)(C)C
55. C=CCc1c(C)nc(-c2ccccc2)nc1N/N=C(\C)c1ccccc1
56. Cc1ccc(NC(=O)CSc2n[nH]c(-c3ccccn3)n2)cc1
57. O=C1CCCN1c1ccc(S(=O)(=O)N2CCC(c3ccccc3)CC2)cc1

Assay by compound,49,50,51,52,53,54,55,56,57
SKN-1 block,-1,5,10,-12,16,6,10,12,-8
Rin1 Abl inh,-3,-1,0,-2,5,-3,1,1,2
PABP1 MLLE inh,7,-4,4,-10,-1,4,10,-13,-3
MT1-MMP act inh,-1,3,3,-2,2,-2,-11,0,-1
Rpn11 inh,i,i,i,i,i,i,i,i,i
FAS-TE inh,-5,-1,-1,-6,-9,-20,26,-2,0
CSN deneddyl inh,-7,3,4,1,1,-11,-2,2,-2
Neddyl block,i,i,i,i,i,i,i,i,i
NadD block,0,-1,-4,1,-2,-7,-2,8,-4
